SUMO HTRF inh: inhibitors of in vitro SUMOylation cascade, primary screen, biochemical, HTRF, uHTS; HTRF SUMOylation assay, SAE1/SAE2 + UBC9; SUMO-conjugating enzyme UBC9 (Homo sapiens), P63279; 290,000 compounds, 0.36% hits; inhibition, % at 35 µM; in the data active = inhibition above about 50%, passing the limit was not always enough; note: strong numbers were not always called active
DNA FID counter: compounds displacing fluorescent DNA intercalator, primary screen, artefact control for HCV NS3 helicase inhibitor project, biochemical, FID fluorescence. DNA fluorescent intercalator displacement. inhibition, % at 7.9 µM. 290,000 compounds, 0.17% hits. AID 1845, 2009; in the data active = inhibition above about 37%;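 note: 0% = vehicle and 100% = reference compound; higher means more ethidium bromide displaced from hairpin DNA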
IMP-1 inhibitor: IMP-1 metallo-beta-lactamase inhibitors, primary screen, biochemical, epi-absorbance readout, Pseudomonas aeruginosa enzyme. inhibition, % at 5.6 µM. AID 1556, 2009. 290,000 compounds, 0.45% hits. purified IMP-1, nitrocefin hydrolysis, epi-absorbance fluorescence;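 active = inhibition above the mean plus 3 SD of all compounds in the same screening run, cut at about 4.5% in these data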;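 note: 0% = IMP-1 with DMSO and 100% = DMSO wells lacking enzyme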
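assay system = purified recombinant IMP-1 metallo-beta-lactamase enzyme | schedule = 15 min preincubation plus 25 min reaction at 25 °C | signal = Epi-absorbance fluorescence, 480 nm excitation, 530 nm emission | read-out basis = percent inhibition from optical density relative to buffer-blank wells | controls = IMP-1 with DMSO as 0%, enzyme-free DMSO as 100%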
IDE cell activ: human IDE activators in live cells, primary screen, fluorescence polarization, HEK cells, FAbeta-B substrate; 340,000 compounds, 0.073% hits; activation, % at 5.96 µM; FAbeta-B cleavage; 0% vehicle, 100% cell-free pure enzyme wells; Insulin-degrading enzyme (Homo sapiens), P14735; AID 493087, 2011;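 active = activation above the mean of all tested compounds plus 3 SD, set per screening campaign, cut at about 17% in these data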
Target sequence (P14735 whole entry, looked up): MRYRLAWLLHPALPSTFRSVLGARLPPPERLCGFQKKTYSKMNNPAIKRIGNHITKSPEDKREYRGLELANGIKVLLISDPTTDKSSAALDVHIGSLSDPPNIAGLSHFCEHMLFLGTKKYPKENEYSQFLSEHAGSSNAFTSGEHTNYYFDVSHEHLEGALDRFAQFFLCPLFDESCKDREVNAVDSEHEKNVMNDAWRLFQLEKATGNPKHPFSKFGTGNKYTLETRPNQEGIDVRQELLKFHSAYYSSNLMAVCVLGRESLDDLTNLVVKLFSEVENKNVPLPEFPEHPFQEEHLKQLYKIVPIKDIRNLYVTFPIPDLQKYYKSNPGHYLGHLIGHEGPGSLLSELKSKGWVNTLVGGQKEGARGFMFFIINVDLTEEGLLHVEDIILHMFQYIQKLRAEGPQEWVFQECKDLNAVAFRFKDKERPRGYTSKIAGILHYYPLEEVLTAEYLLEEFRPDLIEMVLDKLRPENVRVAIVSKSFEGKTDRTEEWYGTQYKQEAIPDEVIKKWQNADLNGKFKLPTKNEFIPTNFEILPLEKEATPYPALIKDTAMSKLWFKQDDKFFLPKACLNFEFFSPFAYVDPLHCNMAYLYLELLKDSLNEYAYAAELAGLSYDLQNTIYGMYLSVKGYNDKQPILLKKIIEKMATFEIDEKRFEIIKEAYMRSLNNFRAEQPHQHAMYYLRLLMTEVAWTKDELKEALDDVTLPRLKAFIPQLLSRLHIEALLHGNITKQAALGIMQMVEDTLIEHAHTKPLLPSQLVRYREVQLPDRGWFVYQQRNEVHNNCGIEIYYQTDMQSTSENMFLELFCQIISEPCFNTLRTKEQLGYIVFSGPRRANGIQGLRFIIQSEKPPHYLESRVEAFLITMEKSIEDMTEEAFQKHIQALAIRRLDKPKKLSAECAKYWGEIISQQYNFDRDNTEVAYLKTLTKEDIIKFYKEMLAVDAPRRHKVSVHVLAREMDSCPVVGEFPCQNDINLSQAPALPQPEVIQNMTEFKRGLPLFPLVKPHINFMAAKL
VIM-2 inh: VIM-2 metallo-beta-lactamase inhibitors, primary screen, biochemical, epi-absorbance readout, Pseudomonas aeruginosa enzyme. inhibition, % at 5.6 µM. AID 1527, 2009. purified VIM-2, nitrocefin hydrolysis, epi-absorbance fluorescence. 290,000 compounds, 0.89% hits;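 active = inhibition above the mean of all tested compounds plus 3 SD, cutoff set per screening run, cut at about 7.5% in these data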;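 note: red hydrolysis product quenches plate fluorescence so inhibitors raise well fluorescence; 0% = enzyme with DMSO and 100% = DMSO without enzyme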
M18AAP inhibitor: PfM18AAP inhibitors, malaria aminopeptidase, primary screen, biochemical, QFRET, recombinant enzyme | M18 aspartyl aminopeptidase (Plasmodium falciparum 3D7) | H-Glu-NHMec fluorogenic cleavage | inhibition, % at 7.35 µM | 290,000 compounds, 1.2% hits;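 active = inhibition above the campaign mean inhibition over all tested compounds plus 3 SD, cut at about 28% in these data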;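 note: 0% = plate median of test compound wells and 100% = 2 mM ZnCl2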
p-CIP stab down: p/CIP-EGFP fusion destabilizers, primary screen, fluorescence, F442A cells; 290,000 compounds, 0.01% hits; 16 h; decrease of EGFP signal, % at 10 µM;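 active = EGFP signal decrease of at least 30% at 10 µM or well 3 SD below plate mean, unless failing retest; inactive = the rest, including hits failing retest or dose response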; note: some compounds called inactive have numbers as strong as hits; many of its hits are not listed in these tables
NS3 helicase inh: inhibitors of HCV NS3 helicase, primary screen, biochemical, Cy5 molecular beacon fluorescence | Hepatitis C virus NS3 helicase | NS3 helicase DNA unwinding | inhibition, % at 10.9 µM | 290,000 compounds, 0.56% hits | AID 1800, 2009;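 active = inhibition above the mean of all tested compounds plus 3 SD, set per campaign, cut at about 35% in these data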;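 note: 0% = DMSO wells and 100% = thioflavine S control wells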
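test system = hepatitis C virus NS3 helicase domain fragment enzyme | reagent = annealed dual-labelled DNA beacon duplex, ATP-started | times = 1 h at 25 °C | detection = Cy5 fluorescence, 0 and 60 min reads | read-out basis = percent inhibition from t60/t0 fluorescence ratio | control set = DMSO and thioflavine S | replication = one well per compound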
IDE cell inh: human IDE inhibitors in live cells, primary screen, fluorescence polarization, HEK cells, FAbetaB substrate; FAbetaB cleavage; Insulin-degrading enzyme (Homo sapiens), P14735; inhibition, % at 5.59 µM; 320,000 compounds, 0.41% hits;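 active = percent inhibition above the average of all tested compounds plus 3 SD, set per screening campaign, cut at about 16% in these data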;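 note: IDE supplied by intact live HEK cells; FP after avidin binding of uncleaved biotin substrate so inhibition keeps polarization high; 0% = DMSO wells and 100% = 60 µM reference IDE inhibitor Ii1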
An asterisk follows results filed as active.

Screening O=C1CC(N2CCC(c3nc4ccccc4o3)CC2)C(=O)N1 (stereo unspecified) returned SUMO HTRF inh 0.3, DNA FID counter 2.6, IMP-1 inhibitor -2.0, IDE cell activ 0.3, VIM-2 inh -2.5, M18AAP inhibitor 1.0, p-CIP stab down -9.1, NS3 helicase inh -6.4 and IDE cell inh 5.0.
For O=C(NCc1nnc(SCC(=O)N2CCCC2)o1)c1ccc(F)cc1 the results were SUMO HTRF inh 6.8, DNA FID counter -3.0, IMP-1 inhibitor -0.2, IDE cell activ 6.7, VIM-2 inh 1.8, M18AAP inhibitor -12.6, p-CIP stab down -17.8, NS3 helicase inh 7.3 and IDE cell inh 2.9.
Screening CCOC(=O)N1CCC(NC(=O)c2ccc3c(c2)ncn3C2CCCC2)CC1 returned SUMO HTRF inh 6.4, DNA FID counter -23.9, IMP-1 inhibitor -1.2, IDE cell activ 1.9, VIM-2 inh -3.2, M18AAP inhibitor -13.0, p-CIP stab down 1.3, NS3 helicase inh -4.0 and IDE cell inh 1.9.
Screening CCN(C(=O)COC(=O)c1ccc(Cl)cc1N)C1CCCCC1 returned SUMO HTRF inh 1.0, DNA FID counter -22.1, IMP-1 inhibitor -3.0, IDE cell activ -3.3, VIM-2 inh -1.1, M18AAP inhibitor -13.0, p-CIP stab down 2.1, NS3 helicase inh -1.3 and IDE cell inh 1.4.
For O=C(CCN1C(=O)C2C3C=CC(C3)C2C1=O)Nc1ccccc1 (stereo unspecified) the results were SUMO HTRF inh -2.9, DNA FID counter -7.7, IMP-1 inhibitor -2.7, IDE cell activ 4.5, VIM-2 inh -1.7, M18AAP inhibitor -1.9, p-CIP stab down -10.9, NS3 helicase inh -11.3 and IDE cell inh 4.4.
Screening O=C1CCCCN1CCCC(=O)N1CCCC(Nc2ccc(F)cc2)C1 (stereo unspecified) returned SUMO HTRF inh 9.4, DNA FID counter -24.8, IMP-1 inhibitor -4.0, IDE cell activ 6.2, VIM-2 inh -2.1, M18AAP inhibitor 33.9*, p-CIP stab down 13.1, NS3 helicase inh 25.6 and IDE cell inh 6.7.
For Cc1ccc(/C=C/C(=O)Nc2sc3c(c2C#N)CCCC3)o1 the results were SUMO HTRF inh 31.9, DNA FID counter 5.9, IMP-1 inhibitor -1.7, IDE cell activ 3.6, VIM-2 inh -2.0, M18AAP inhibitor 4.6, p-CIP stab down 3.0, NS3 helicase inh 16.9 and IDE cell inh 2.4.
Screening Cc1ccccc1/C=C1\CCCc2ccccc2C1=O returned SUMO HTRF inh -1.1, DNA FID counter -4.9, IMP-1 inhibitor -2.4, IDE cell activ 6.3, VIM-2 inh -1.0, M18AAP inhibitor -0.9, p-CIP stab down 19.5, NS3 helicase inh -2.8 and IDE cell inh 1.7.
`CCOc1cc(NC(=S)NCc2ccccc2)c(OCC)cc1NC(=O)C(C)C` gave SUMO HTRF inh -19.0, DNA FID counter -32.0, IMP-1 inhibitor 0.7, IDE cell activ 8.2, VIM-2 inh 1.3, M18AAP inhibitor 11.5, p-CIP stab down -2.3, NS3 helicase inh 7.1 and IDE cell inh -1.9.
For Cc1nn(CCC(N)=S)c2nc(-c3cccs3)cc(C(F)(F)F)c12 the results were SUMO HTRF inh -41.9, DNA FID counter -14.2, IMP-1 inhibitor 1.4, IDE cell activ -6.5, VIM-2 inh -0.9, M18AAP inhibitor 8.3, p-CIP stab down 3.4, NS3 helicase inh -3.3 and IDE cell inh 1.8.
Cc1c(CCOC(=O)c2cc([N+](=O)[O-])cc([N+](=O)[O-])c2)sc[n+]1CCCCS(=O)(=O)[O-] was read as SUMO HTRF inh 10.1, DNA FID counter 0.1, IMP-1 inhibitor -3.5, IDE cell activ -0.1, VIM-2 inh -0.6, M18AAP inhibitor 2.5, p-CIP stab down 7.1, NS3 helicase inh -6.7 and IDE cell inh 7.3.
Screening O=C(NC1CCCC1)C(c1ccc(Cl)cc1)N1CCOCC1 (stereo unspecified) returned SUMO HTRF inh -1.1, DNA FID counter 0.9, IMP-1 inhibitor -0.7, IDE cell activ 3.5, VIM-2 inh 2.1, M18AAP inhibitor 3.0, p-CIP stab down -2.4, NS3 helicase inh -1.1 and IDE cell inh 0.3.
Screening C/C(N)=C(/C#N)C(=O)COC(=O)CC1CCCC1 returned SUMO HTRF inh -36.2, DNA FID counter 2.6, IMP-1 inhibitor -1.0, IDE cell activ 1.4, VIM-2 inh -3.8, M18AAP inhibitor 1.3, p-CIP stab down -2.8, NS3 helicase inh 7.3 and IDE cell inh 5.5.
For O=C(O)C(=O)/C(=C\c1ccc(Cl)cc1)c1ccc2ccccc2n1 the results were SUMO HTRF inh -3.4, DNA FID counter -0.1, IMP-1 inhibitor -0.8, IDE cell activ 2.2, VIM-2 inh -0.7, M18AAP inhibitor -2.0, p-CIP stab down 19.3, NS3 helicase inh -2.6 and IDE cell inh 6.2.
Screening O=C(CCN1CCN(CCO)CC1)Nc1ccc(F)c(F)c1 returned SUMO HTRF inh 4.5, DNA FID counter 4.2, IMP-1 inhibitor -0.8, IDE cell activ -0.4, VIM-2 inh -1.4, M18AAP inhibitor 1.4, p-CIP stab down -4.9, NS3 helicase inh -1.4 and IDE cell inh -0.3.
`NS(=O)(=O)c1cccc(NC(=O)c2cccc(-c3ccc(O)cc3)c2)c1` gave SUMO HTRF inh 6.1, DNA FID counter -5.7, IMP-1 inhibitor -2.2, IDE cell activ 4.4, VIM-2 inh 1.5, M18AAP inhibitor -5.7, p-CIP stab down 2.2, NS3 helicase inh -15.4 and IDE cell inh -1.3.
Screening O=C(Nc1cc(Cl)ccc1C(=O)O)c1ccc(CN2C(=O)c3ccccc3C2=O)cc1 returned DNA FID counter 39.5*, IMP-1 inhibitor 1.8, IDE cell activ 3.5, VIM-2 inh -0.2, M18AAP inhibitor -7.4, NS3 helicase inh -7.4 and IDE cell inh 0.6.
`O=C(O)C1(c2ccccc2)CCN(S(=O)(=O)c2ccc(Br)cc2)CC1` gave SUMO HTRF inh 9.8, DNA FID counter -42.0, IMP-1 inhibitor -0.1, IDE cell activ 0.6, VIM-2 inh -1.3, M18AAP inhibitor -6.7, p-CIP stab down -7.8, NS3 helicase inh 3.3 and IDE cell inh 0.3.
Screening O=C(O)COc1ccc(Oc2ccccc2)cc1 returned SUMO HTRF inh 0.7, DNA FID counter 2.6, IMP-1 inhibitor -2.0, IDE cell activ 2.0, VIM-2 inh -2.1, M18AAP inhibitor 0.5, p-CIP stab down -9.1, NS3 helicase inh -1.8 and IDE cell inh 5.6.
`Cc1cc(=O)oc2cc(N3C(=O)CC(Cc4ccccc4)C3=O)ccc12` (stereo unspecified) gave SUMO HTRF inh 23.8, DNA FID counter -4.9, IMP-1 inhibitor 1.4, IDE cell activ 4.3, VIM-2 inh 0.6, M18AAP inhibitor -8.7, p-CIP stab down -5.8, NS3 helicase inh -16.4 and IDE cell inh 8.2.
Screening CCc1cccc(C)c1NC(=O)CN(C)Cc1ccc(Br)cc1 returned SUMO HTRF inh -13.2, DNA FID counter -24.0, IMP-1 inhibitor 0.0, IDE cell activ 4.4, VIM-2 inh -0.4, M18AAP inhibitor 0.3, p-CIP stab down 2.7, NS3 helicase inh -11.0 and IDE cell inh -4.1.
For COc1cc(/C=C(\C#N)c2ccccn2)ccc1OCC(=O)Nc1cccc(C(F)(F)F)c1 the results were SUMO HTRF inh 17.4, DNA FID counter 0.5, IMP-1 inhibitor -2.5, IDE cell activ 6.7, VIM-2 inh -3.7, M18AAP inhibitor 4.9, p-CIP stab down -2.4, NS3 helicase inh -2.4 and IDE cell inh 3.9.
Screening CCOc1cc(CNCCSc2nnnn2C)cc(Br)c1OCc1ccccc1F returned SUMO HTRF inh -35.9, DNA FID counter 20.1, IMP-1 inhibitor -2.4, IDE cell activ -2.3, VIM-2 inh 0.2, M18AAP inhibitor -5.6, p-CIP stab down 0.8, NS3 helicase inh -100.6 and IDE cell inh -1.4.
Screening COc1ccccc1C1=Nn2c(nnc2C2CCCCC2)SC1 returned SUMO HTRF inh 19.5, DNA FID counter -27.2, IMP-1 inhibitor -2.7, IDE cell activ -6.0, VIM-2 inh -1.4, M18AAP inhibitor 3.3, p-CIP stab down -3.0, NS3 helicase inh 2.5 and IDE cell inh 2.4.
For O=C(Cn1nc(-c2ccccc2)ccc1=O)N1CCOCC1 the results were DNA FID counter -3.8, IMP-1 inhibitor 2.8, IDE cell activ 4.3, VIM-2 inh 0.9, M18AAP inhibitor 1.3, NS3 helicase inh 0.7 and IDE cell inh 0.1.
CCOC(=O)N1CCN(C(=O)CCc2ccccc2)CC1 was read as SUMO HTRF inh -15.6, DNA FID counter -8.2, IMP-1 inhibitor 0.0, IDE cell activ 3.4, VIM-2 inh -0.3, M18AAP inhibitor -2.5, p-CIP stab down -0.5, NS3 helicase inh -1.3 and IDE cell inh 0.7.
`COc1ccc(C(=O)NNC(=O)c2ccc(C)cc2)cc1S(=O)(=O)N1CCCC1` gave SUMO HTRF inh 17.0, DNA FID counter -5.8, IMP-1 inhibitor -3.1, IDE cell activ 4.0, VIM-2 inh -4.4, M18AAP inhibitor 4.0, p-CIP stab down 5.4, NS3 helicase inh -6.2 and IDE cell inh -3.3.
For CCOC(=O)CN(C(=O)Cn1nnc2ccccc21)C(C(=O)NCCOC)c1ccccc1 (stereo unspecified) the results were SUMO HTRF inh 16.2, DNA FID counter -7.7, IMP-1 inhibitor 2.1, IDE cell activ 3.1, VIM-2 inh -1.1, M18AAP inhibitor -1.8, p-CIP stab down 8.9, NS3 helicase inh -12.8 and IDE cell inh -2.8.
`CC(C)CCNC(=O)Cc1c(C(=O)O)[nH]c2ccc(Cl)cc12` gave SUMO HTRF inh 19.2, DNA FID counter -28.4, IMP-1 inhibitor -3.1, IDE cell activ 1.5, VIM-2 inh -2.2, M18AAP inhibitor 2.4, p-CIP stab down -12.1, NS3 helicase inh 4.7 and IDE cell inh 0.5.
`COCCn1nnnc1C(C(C)C)N1CCC(Cc2ccccc2)CC1` (stereo unspecified) gave SUMO HTRF inh -6.6, DNA FID counter -10.2, IMP-1 inhibitor -4.2, IDE cell activ -3.0, VIM-2 inh -1.4, M18AAP inhibitor 6.2, p-CIP stab down -6.8, NS3 helicase inh 8.2 and IDE cell inh 0.3.
For COC(=O)c1[nH]c2ccc(C)cc2c1NC(=O)c1ccccc1[N+](=O)[O-] the results were SUMO HTRF inh 0.7, DNA FID counter 4.0, IMP-1 inhibitor -2.5, IDE cell activ 4.7, VIM-2 inh -2.0, M18AAP inhibitor 4.8, p-CIP stab down -11.7, NS3 helicase inh -5.1 and IDE cell inh 4.1.

Screens (PubChem BioAssay)
